# EP2 modulator – EP2 receptor (human) modulation; P43116; EP2-expressing cells, cAMP HTRF FRET, PGE2 co-stimulation; induction, % at 25 µM; 0.83% of 260,000 active; AID 940;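 active means compounds whose cAMP rise, as percent of the full-agonist control response, exceeds 60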;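 further: rat C6 glioma line stably carrying human EP2 under a CMV promoter; the protocol text gives 20 µM as final concentration; 100% = response of wells given 1 µM PGE2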
# Runt-SMMHC FRET – Runt domain-CBFb-SMMHC interaction inhibition; Cerulean-Runt/Venus-CBFb-SMMHC FRET ratio 530/480, 1 h; 0.74% of 220,000 active; AID 1434; Q01196+Q13951; inhibition, % at 20 µM;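 active means mean inhibition across duplicate retests at 20 µM reaching about 50%, limit read from the data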;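 further: 0% = DMSO wells and 100% = wells with excess untagged CBFb-SMMHC; inhibitors lower the FRET ratio by blocking Runt binding to CBFb-SMMHC; some results filed as inactive read as strong as hits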
# Target sequence (Q01196 whole entry, looked up, the tested form may be a part): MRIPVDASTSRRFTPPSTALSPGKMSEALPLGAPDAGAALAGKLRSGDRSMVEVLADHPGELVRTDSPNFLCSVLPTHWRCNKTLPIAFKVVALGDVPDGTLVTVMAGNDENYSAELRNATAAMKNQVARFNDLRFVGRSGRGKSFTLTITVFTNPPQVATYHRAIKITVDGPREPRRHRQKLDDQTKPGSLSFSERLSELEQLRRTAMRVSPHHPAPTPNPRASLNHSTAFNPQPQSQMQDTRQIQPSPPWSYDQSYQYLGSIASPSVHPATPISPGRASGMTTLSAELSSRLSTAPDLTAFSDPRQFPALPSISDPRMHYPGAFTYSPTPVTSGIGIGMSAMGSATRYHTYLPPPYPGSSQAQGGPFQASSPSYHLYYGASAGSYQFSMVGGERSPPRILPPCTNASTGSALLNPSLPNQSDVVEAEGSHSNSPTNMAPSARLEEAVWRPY
# Target sequence (Q13951 whole entry, looked up, the tested form may be a part): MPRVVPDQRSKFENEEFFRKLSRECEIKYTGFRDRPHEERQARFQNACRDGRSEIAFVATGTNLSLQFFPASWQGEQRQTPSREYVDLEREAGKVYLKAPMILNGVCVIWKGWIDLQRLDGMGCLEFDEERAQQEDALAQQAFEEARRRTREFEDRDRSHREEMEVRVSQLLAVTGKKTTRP
# Runt-CBFb FRET – Runt domain-CBFb interaction inhibition | Q01196+Q13951 | Cerulean-Runt/Venus-CBFb FRET ratio 530/480, 1 h | inhibition, % at 20 µM | 0.46% of 220,000 active | AID 1496;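 active means inhibition over about 50% at 20 µM in the single-dose screen, limit read from the data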;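 further: 0% = DMSO wells and 100% = excess unlabeled CBFb competitor control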
#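 Measured by: fluorescence energy transfer, 422 nm excitation, 530/480 nm emission; Assay system: Cerulean-Runt domain; Medium: Tris pH 7.5 buffer with BSA; Measure: loss of energy transfer signal; Controls: 5 µM unlabeled CBFb as full-inhibition high control; Incubation: protein complex preformed 1 h, compound exposure 1 h, room temperature, dark.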
# zVAD death inh – L929 zVAD cell death inhibition | viability rescue, % at 10 µM | 0.38% of 220,000 active | L929 zVAD necroptosis rescue, ATP luminescence, 24 h; with zVAD 60 µM;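 active means activation, scaled between plate controls, above about 75%, limit read from the data; inactive means activation under that limit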;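 further: 0% = zVAD with DMSO and 100% = DMSO alone without zVAD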
# PGE2 EP2 inh – blocks the human prostaglandin E2 receptor EP2. inhibition, % at 25 µM. AID 1422. C6 glioma cells expressing human EP2, cAMP TR-FRET; cells stimulated with saturating PGE2. 0.52% of 260,000 active;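 active means percent inhibition above 40 after rounding to a whole number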;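 further: rat C6 glioma host cells with rolipram phosphodiesterase inhibitor present; the protocol text gives 20 µM as final concentration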
# TNF death inh – inhibitors of TNF-alpha induced necroptosis in Jurkat FADD-/- cells. Jurkat FADD-/- TNF necroptosis rescue, ATP luminescence, 24 h; 0 = TNF only, 100 = no-TNF cells. activation (protection from cell death), % at 10 µM. 0.068% of 220,000 active. AID 463075;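 active means activation, meaning protection from cell death, of at least 50% relative to plate controls; inactive means activation below 50%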;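 further: necroptosis triggered by 40 ng/mL TNF-alpha added together with compound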
# RBBP9 inhibitor – human RBBP9 hydrolase inhibition. O75884. recombinant RBBP9, FP-Rh probe fluorescence polarization. 0.2% of 220,000 active. AID 1515. inhibition, % at 7.94 µM;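 active means inhibition above the campaign mean of all tested compounds plus 3 SD, cut at about 14% in these data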;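 further: plate controls were DMSO wells with RBBP9 for no effect and wells lacking RBBP9 protein for full effect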
# Target sequence (O75884 whole entry, looked up): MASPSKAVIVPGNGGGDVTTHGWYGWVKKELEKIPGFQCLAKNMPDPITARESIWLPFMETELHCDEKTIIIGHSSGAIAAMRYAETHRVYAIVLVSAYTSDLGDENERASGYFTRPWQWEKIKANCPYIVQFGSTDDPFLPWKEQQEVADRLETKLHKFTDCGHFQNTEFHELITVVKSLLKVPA
#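 Material: RBBP9 protein. Amount: RBBP9 at 2.5 µM in dispensed solution, before mixing. Schedule: 30 min then 45 min, 25 °C. Medium: Tris buffer pH 8.0, NaCl, Pluronic. Measured by: fluorescence polarization. Measure: percent inhibition from mP, scaled between DMSO and no-protein wells. Replication: one well per compound.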
# PERK inh – inhibitors of human PERK kinase. CHO PERK-DD fusion, SEAP luminescence translation reporter. inhibition, % at 5.6 µM. AID 1416. Q9NZJ5. 0.17% of 220,000 active;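 active means inhibition above the mean inhibition of all tested compounds plus 3 SD, set separately per screening campaign, cut at about 2.9% in these data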;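 further: PERK kinase domain activated by AP20187 dimerizer at 100 nM; 0% = DMSO with dimerizer and 100% = rapamycin at 8.4 µM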
# Hck Nef HTS – human Hck-Nef kinase inhibition; AID 463187; inhibition, % at 20 µM; 0.68% of 220,000 active; P08631; Recombinant Hck-YEEI plus Nef, Z-Lyte FRET kinase assay;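 active means Hck-Nef kinase inhibition above about 50%, limit read from the data; inactive means inhibition below that limit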;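 further: 0% = DMSO with Hck plus Nef and 100% = Hck alone without Nef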
# * = called active by the depositor; . = not tested or not shown; & = joins results of further samples. An excerpt (hit frequency here may not be typical).
SMILES,EP2 modulator,Runt-SMMHC FRET,Runt-CBFb FRET,zVAD death inh,PGE2 EP2 inh,TNF death inh,RBBP9 inhibitor,PERK inh,Hck Nef HTS
CSc1cccc(NC(N)=O)c1,3,2,2,0.5,15,-0.3,-11,-0.2,38
O=C(CNC(=O)c1ccc(Cl)cc1)N/N=C/c1cccnc1,35,0,1,-0.5,0,0.3,-6,1.6,26
Cc1cc2oc(=O)cc(CSc3nc(N)cc(N)n3)c2cc1C(C)C,21,-1,-4,0.5,0,-2.8,-15,-0.4,3
Nc1ncnc(Oc2ccccc2F)c1[N+](=O)[O-],-9,0,1,14,13,9.1,2,-0.2,5
Cc1cccc(-c2nnc3sc(-c4ccccc4C)nn23)c1,0,-7,-5,6.0,5,-3.0,-7,-0.3,-3
CCCCCCCCCc1nc2sc3c(c2c(=O)n1NC(=O)c1ccccc1[N+](=O)[O-])CC(C)(C)OC3,-28,-5,-9,0.0,4,1.3,-14,-1.1,-2
Cc1sc2ncn(-c3ccccc3)c(=O)c2c1C,3,0,-1,2.0,-4,0.1,-5,0.7,24
NS(=O)(=O)c1ccc(C(=O)Nc2ccc(-c3nc4cccnc4s3)cc2)cc1,-33,-18,-13,1.6,4,1.8,-6,1.2,23
Cc1cc(C)cc(OCC(=O)Nc2cccc(-c3nc4ncccc4o3)c2)c1,-47,-15,-13,1.6,16,-9.1,-12,0.3,0
Cc1cccc(NC(=O)COC(=O)c2ccc3c(c2)OCO3)c1C,-20,0,-2,1.9,11,0.9,-3,0.1,11
CCCCOCC1CC(CC#CCN2CCCCC2)C(=O)O1 (stereo not given),-6,2,2,1.0,9,2.0,2,-0.4,16
CCOc1ccc(NC(=O)CNC(=O)c2ccc(OC)c(OC)c2)cc1,13,1,0,-0.1,12,0.8,2,0.3,11
COc1ccc(OC)c(NC(=O)CCC(=O)Nc2nnc(C(F)(F)F)s2)c1,-3,0,-2,0.0,7,0.4,6,1.2,1
Cc1ccc(C(=O)Oc2ccc(Cl)c3cccnc23)cc1[N+](=O)[O-],2,-2,.,-0.7,.,-21,-3,0.7,1
CSC(=NNC(=O)c1ccc(O)cc1)SC,0,-4,1,-0.6,4,-1.9,2,0.5,12
CC(C)(C)NC(=O)C[n+]1ccc(C(N)=O)cc1,13,-4,-2,0.6,7,-0.7,0,0.5,28
CS/C(=N\S(=O)(=O)c1cccs1)Nc1ccc(F)c(Cl)c1,9,3,1,2.8,2,0.8,-7,1.1,2
NS(=O)(=O)c1ccc(NC(CNS(=O)(=O)c2ccccc2)c2ccccc2)cc1 (stereo not given),-17,-2,-2,-1.5,7,0.3,-11,-0.1,11
Brc1ccc2c(c1)C(C1=NCCN1)c1ccccc1CS2 (stereo not given),-18,-3,-2,-0.6,8,-4.8,-6,-0.1,1
CC1=CC(C)(C)n2c(O)c(N=NC(N)=S)c3c(C)c(C)cc1c32,-10,-3,-3,-0.4,2,-2.4,-5,-0.4,16
COc1ccc(C(=O)NC(=S)Nc2ccc3oc(=O)ccc3c2)cc1,-5,8,2,0.5,15,0.4,-2,1.2,6
CC(C)(C)c1nnc2sc(SCC(=O)c3ccccc3)nn2c1=O,10,0,2,-0.2,7,-1.1,-8,0.4,-1
COc1ccccc1C(=O)NCc1ccccn1,19,3,2,9.8,8,0.5,3,0.9,16
COc1cccc(Nc2nc(N)nc(-c3oc4ccccc4c3C)n2)c1,-47,2,0,0.7,14,-6.8,-23,0.4,1
Cc1ccc(-c2c3c(nc4sc(C(N)=O)c(N)c24)CCCC3)o1,51,-22,9,.,8,-1.1,-4,-0.6,-9

# The list continues:
SMILES,EP2 modulator,Runt-SMMHC FRET,Runt-CBFb FRET,zVAD death inh,PGE2 EP2 inh,TNF death inh,RBBP9 inhibitor,PERK inh,Hck Nef HTS
Cc1cc(Oc2ccc(-c3nnc(-c4ccccc4)o3)cc2[N+](=O)[O-])ccc1Cl,-4,-4,1,0.8,11,2.2,-1,0.6,4
Cc1cc(-n2c(C)cc(C(=O)CSc3nnnn3-c3ccc(Cl)cc3)c2C)no1,38,5,2,-0.3,5,-1.8,-5,0.0,2
O=C(C1CCCN(Cc2cccc(F)c2)C1)N1CCCCC1 (stereo not given),-14,-5,2,-0.6,9,-0.8,6,-0.2,1
Cc1cccc2cc(C(c3nnnn3C(C)(C)C)N(Cc3ccco3)CC3CCCO3)c(=O)[nH]c12 (stereo not given),-1,2,-4,1.0,5,-0.2,-1,-0.3,-2
COCC1CCN(Cc2cn(-c3ccccc3F)nc2-c2cc(C)sc2C)CC1,4,-1,1,-0.6,7,3.7,-1,-0.1,17
CCN(C(=O)CSc1nnc(-c2ccncc2)n1-c1ccccc1)C1CCS(=O)(=O)C1 (stereo not given),12,-2,0,3.6,8,2.4,-6,0.6,22
COc1cccc(NC(=O)c2c(C)cc(C)cc2CC(C)(C)C(=O)O)c1,-16,-4,0,0.1,14,-1.4,-3,0.8,-1
Clc1ccc(-c2cn3cccnc3n2)cc1,-6,-3,3,0.4,11,-1.0,-5,0.1,0
COc1ccc(NC(=O)N2c3ccccc3CC2C)cc1OC (stereo not given),-18,3,2,0.9,1,1.1,-5,-0.1,2
CC(C)=CCc1c2c(c3occ(-c4ccc(O)cc4)c(=O)c3c1O)C=CC(C)(C)O2,37&26,-5,-3,0.4,12&8,-1.9,-9,1.5,17
Cc1cc(C(F)(F)F)nn1CC(=O)NCc1ccccc1,29,2,0,-0.1,12,0.1,0,0.1,-2
CCCn1c(C)cc(/C=C(\C#N)C(=O)OCC(=O)Nc2ccc(OC)c(Cl)c2)c1C,-1,-28,-8,1.7,10,0.2,-11,-0.1,16
N#C/C(=C\c1ccc([N+](=O)[O-])cc1)C(=O)NCCCn1ccnc1,-12,-2,4,0.8,8,-3.7,-3,0.5,14
CCC1CCCCN1C(=O)c1cccc(S(=O)(=O)Nc2cc(C(F)(F)F)ccc2Cl)c1 (stereo not given),1,-9,-14,1.3,9,0.3,2,0.3,0
N=C1/C(=C\c2coc3ccccc3c2=O)C(=O)N=C2SC=CN12,4,-81,-254,0.1,5,-2.7,0,1.2,5
CC(=O)Nc1cccc(NS(=O)(=O)c2ccccc2[N+](=O)[O-])c1,-15,-6,2,-1.6,15,-0.6,-10,0.5,12
COc1ccccc1/C=N/NC(=O)c1sc(C)nc1C,-44,-1,2,2.0,6,0.7,0,0.2,1
COc1ccc(CCN2CN(S(=O)(=O)c3ccc(C)cc3)c3nc4ccccc4nc32)cc1OC,36,-6,-6,0.2,11,1.8,-6,0.9,1
CC1CN(CCOc2ccccc2[N+](=O)[O-])CC(C)O1 (stereo not given),-7,1,1,-0.1,6,-0.8,-2,0.0,-27
O=C(COC(=O)CCOc1ccccc1)NCCC1=CCCCC1,33,0,-1,7.1,4,-0.4,-8,0.2,23
O=[N+]([O-])C(=C1Nc2ccccc2N1)C(Cl)=C(Cl)Cl,-2,-2,1,-1.1,3,-3.5,-7,-1.0,13
O=C(CN1C(=O)c2ccccc2S1(=O)=O)NCCSC1CCCCC1,12,-4,0,0.8,11,0.3,-2,-0.2,-1
COC(=O)c1c(NC(=O)C2COc3ccccc3O2)sc2c1CCN(C(C)=O)C2 (stereo not given),23,3,0,0.9,5,1.5,-5,-0.6,8
CCC1CCCCN1CCCNC(=O)c1ccc2c(=O)n(Cc3ccc(OC)cc3)c(=O)[nH]c2c1 (stereo not given),9,0,3,0.7,6,-7.3,-1,-0.6,3
O=C(Cn1nc(-c2nn(CC(=O)c3ccccc3)c3[n+]2CCCCC3)[n+]2c1CCCCC2)c1ccccc1,-4,3,1,0.4,12,0.8,-7,-0.6,21

# The results go on.
SMILES,EP2 modulator,Runt-SMMHC FRET,Runt-CBFb FRET,zVAD death inh,PGE2 EP2 inh,TNF death inh,RBBP9 inhibitor,PERK inh,Hck Nef HTS
C/C(=N\c1nc2ccccc2n1C)c1cc(Cl)ccc1O,5,-2,0,0.1,21,-3.1,-1,0.4,2
COc1ccccc1/C=C1\CCCC2=C1Nc1nnnn1C2c1ccccc1OC (stereo not given),9,1,2,-1.2,11,-9.2,2,0.0,1
CCOc1ccc(S(=O)(=O)NCCC(=O)NCc2ccco2)cc1,4,1,1,-0.4,12,1.8,-2,0.3,10
O=C(NCCOc1nc(N2CCCCC2)nc(N2CCCCC2)n1)Nc1ccccc1,57,3,0,18,7,1.3,-10,0.0,2
O=C(CN1CCCN(Cc2ccc(F)cc2Cl)C1=O)NC1CCCCCC1,-1,0,-2,0.3,7,-1.6,-8,-2.4,-2
O=C(NC1CCN(C(=O)NCc2ccccc2)CC1)c1ccco1,17,2,0,0.3,5,-2.8,-6,0.7,0
CC1=NNC(=O)C1CCC(=O)N/N=C/c1ccc(Cl)cc1Cl (stereo not given),-7,-1,0,0.7,2,1.9,0,0.9,19
O=C(NCc1cccnc1)/C(=C/c1ccc(-c2ccc(Cl)cc2)o1)S(=O)(=O)c1ccccc1,15,10,0,6.7,8,-22,-5,-1.5,1
CN(C)Cc1cc(C(C)(C)c2cc(CN(C)C)c(O)c(CN(C)C)c2)cc(CN(C)C)c1O,-6,1,-1,0.8,5,0.5,-3,0.3,-1
Nc1ccccc1C(=O)NNC1=C(C(=O)C(F)(F)F)CCC1,5,2,0,3.5,6,12,0,0.7,3
C/C(=N\NC(=S)Nc1cc(S(=O)(=O)N2CCOCC2)ccc1Cl)c1ccccc1F,-43,8,3,0.4,4,4.5,-7,-0.3,-2
Nc1ncnc(Sc2ccccc2)c1[N+](=O)[O-],6,3,2,2.2,12,13,-11,0.2,0
Cc1ccccc1Oc1ccc(-c2nc(N)nc(N)n2)cc1,-33,-5,-5,0.6,8,-0.9,-4,0.3,4
CC(=O)Nc1cc(C(=O)N(C)Cc2ccco2)ccc1Sc1ccc(C)cc1,-8,-9,-2,1.1,3,1.4,-6,-1.3,2
COc1ccc(NC(=S)N(CCO)Cc2ccccc2)cc1,1,2,2,2.2,0,0.3,-3,0.1,10
COc1ccc(Cc2cnc(N)s2)cc1,12,-1,2,6.2,4,-0.9,-5,1.1,24
CC(=O)Oc1ccccc1/C=C1\CCOC1=O,13,-5,2,-1.2,-1,-1.3,-11,0.7,-13
O=C(COC(=O)Cc1ccc(Br)cc1)NC1CCCCC1,1,3,0,0.7,8,0.2,0,0.1,24
CN(c1ccccc1)S(=O)(=O)c1ccc(Cl)c(C(=O)Nc2ccc(-c3nc4ccccc4[nH]3)cc2)c1,-38,-1,-5,6.1,8,5.5,-77,-0.3,2
